mIAP block – blocks mouse intestinal alkaline phosphatase. inhibition, % at 10 µM. actives 0.2% (n = 330,000). AID 2806. purified mouse IAP, CDP-Star luminescence, 30 min;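 active = inhibition of at least 40% at 10 µM in the primary screen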;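 note: plate controls were DMSO with enzyme for no effect and no enzyme wells for full effect; values of inactives mirror those of a sister screen read the other way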
APOBEC3A inh – blocks human APOBEC3A ssDNA deamination; P31941; recombinant A3A, FAM/TAMRA ssDNA deamination fluorescence; inhibition, % at 20 µM; actives 0.41% (n = 330,000);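 active = at least 40% inhibition at 20 µM here, with at most 30% in a related deaminase screen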;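 note: plate controls were A3A with DMSO for no effect and wells lacking A3A enzyme for full effect; some results filed as inactive read as strong as hits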
Target sequence (P31941 whole entry, looked up): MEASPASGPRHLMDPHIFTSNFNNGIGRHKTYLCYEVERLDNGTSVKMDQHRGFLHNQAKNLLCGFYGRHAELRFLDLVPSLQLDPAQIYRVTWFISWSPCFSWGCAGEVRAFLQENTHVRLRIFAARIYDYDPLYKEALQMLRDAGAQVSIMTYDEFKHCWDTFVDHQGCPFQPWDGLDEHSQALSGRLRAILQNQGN
hIAP activ – human IAP activation; purified human IAP, CDP-Star luminescence, 30 min; active compounds read high; 1 = vehicle-only enzyme, 0 = enzyme-free background; activation factor at 10 µM; actives 0.16% (n = 330,000); AID 2524;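 active = activation factor of the enzyme at least 2-fold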; note: the source names both 10 and 20 µM as test concentration; values of inactives mirror those of a sister screen read the other way
mIAP act – mouse IAP activation | activation factor at 10 µM | actives 0.24% (n = 330,000) | muIAP, CDP-Star luminescence, 30 min; active compounds read high; 1 = vehicle-only enzyme signal, 0 = enzyme-free wells | AID 2805;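 active = activation factor of at least 2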; note: the source names both 10 and 20 µM as test concentration; values of inactives mirror those of a sister screen read the other way
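System: Mouse IAP enzyme | Also added: CDP-Star substrate | Dosing: Compounds dispensed in DMSO | Schedule: 30 min enzyme-substrate-compound incubation at room temperature | Technique: Chemiluminescence readout | Control set: DMSO-only wells and no-enzyme negative control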
NLRP3 yeast inh – NALP3 inhibition in yeast; Yeast reconstituted NLRP3/ASC/caspase-1, beta-gal luminescence, 24 h; inhibition, % at 10 µM; actives 0.39% (n = 330,000);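 active = inhibition of 50% or more; inactive = inhibition below 50%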;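 note: plate controls were induced DMSO wells for no effect and uninduced yeast grown without galactose for full effect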
hIAP block – human IAP inhibition; purified IAP, CDP-Star luminescence, 30 min; inhibition, % at 10 µM; actives 0.12% (n = 330,000); AID 2544;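 active = inhibition reaching a set limit with compound at 10 µM in the primary screen, cut at about 35% in these data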;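 note: plate controls were DMSO wells with enzyme for no effect and no-enzyme buffer wells for full effect; values of inactives mirror those of a sister screen read the other way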
APOBEC3G inh – blocks human APOBEC3G single-stranded DNA deamination; recombinant A3G, ssDNA deamination FAM/TAMRA fluorescence; AID 493012; Q9HC16; inhibition, % at 20 µM; actives 0.28% (n = 330,000);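 active = inhibition of at least 40% at 20 µM, with no more than 30% in the related APOBEC3A deaminase screen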;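 note: plate controls were DMSO wells with A3G for no effect and wells lacking A3G enzyme for full effect; some compounds called inactive have numbers as strong as hits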
SENP1 FRET inh – SENP1 (human) catalytic domain inhibition; Q9P0U3; recombinant SENP1 catalytic domain, CyPet-SUMO1-YPet FRET cleavage; inhibition, % at 10 µM; actives 0.21% (n = 360,000);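 active = inhibition at least 30% at 10 µM, raw YFP signal under a set limit, fluorescence ratio 0.5 to 1.5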;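 note: 0% = enzyme with DMSO and 100% = no enzyme wells; some results filed as inactive read as strong as hits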
Target sequence (Q9P0U3 419-644 limits assumed): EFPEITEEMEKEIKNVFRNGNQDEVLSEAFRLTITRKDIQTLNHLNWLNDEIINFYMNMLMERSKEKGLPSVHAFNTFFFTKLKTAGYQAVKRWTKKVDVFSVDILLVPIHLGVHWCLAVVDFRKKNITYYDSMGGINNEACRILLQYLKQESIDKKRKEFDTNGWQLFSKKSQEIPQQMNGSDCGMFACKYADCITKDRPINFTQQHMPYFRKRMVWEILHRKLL
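system = hSENP1 catalytic domain, recombinant | reagent = SFCypet-SUMO1-SFYpet substrate at 25 nM | doses = one dose per compound, 10 µM, 0.5% DMSO | incubation = enzyme reaction for 50 min at room temperature, dark | measured by = FRET, CFP and YFP emission | controls = no-enzyme low, enzyme-DMSO high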
MIN6 prolif – MIN6 beta-cell proliferation induction. MIN6 cells proliferation, ATPlite luminescence, 48 h; cells starved in 0.2% serum; 100% = growth in 10% serum. proliferation, % at 10 µM. actives 0.29% (n = 330,000);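 active = compounds whose signal lies at least 3.5 SD above the mean of all wells on their plate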;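 note: 0% = DMSO-treated cells in low-serum medium and 100% = 10% serum control; some compounds called inactive have numbers as strong as hits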
Active calls of the source: *; x = not tested or not shown. A portion of the library (hit frequency here may not be typical).

Letters – A = mIAP block; B = APOBEC3A inh; C = hIAP activ; D = mIAP act; E = NLRP3 yeast inh; F = hIAP block; G = APOBEC3G inh; H = SENP1 FRET inh; I = MIN6 prolif
1: CCOC(=O)C1(Cc2ccccc2Cl)CCN(S(=O)(=O)N(C)C)CC1
  A: -1	B: -3	C: 0.95	D: 1	E: 21	F: 5	G: -17	H: 0	I: 3

2: O=C(CN(Cc1ccco1)C(=O)c1cc(=O)[nH]c2ccccc12)Nc1ccccc1Br
  A: -9	B: -2	C: 1.1	D: 1.1	E: -5	F: -8	G: -6	H: 3	I: 4

3: CCN(CC)S(=O)(=O)c1ccc2[nH]cc(C(=O)NCCN3CCCCCC3)c(=O)c2c1
  A: 8	B: 0	C: 1	D: 0.92	E: -17	F: -2	G: -5	H: -12	I: 0

4: NC(=O)c1ccc(-c2noc(-c3ccccc3F)n2)cc1
  A: 7	B: -2	C: 0.81	D: 0.93	E: 25	F: 20	G: -4	H: 2	I: 0

5: Cc1noc(C)c1C(=O)N1CCN(Cc2ccccc2)CC1
  A: -4	B: -5	C: 1.1	D: 1	E: 11	F: -9	G: -8	H: 2	I: 1

6: CC(=O)Nc1ccc(S(=O)(=O)Oc2ccccc2N2C(=O)C3C4CCC(C4)C3C2=O)cc1 (configuration not stated)
  A: -6	B: 0	C: 1	D: 1.1	E: 17	F: -2	G: -6	H: 11	I: -3

7: NNC(=O)c1cccn(Cc2ccc(Cl)cc2Cl)c1=O
  A: -11	B: -1	C: 0.97	D: 1.1	E: 6	F: 3	G: -3	H: 0	I: -3

8: Cn1ncc(Br)c1C(=O)OCC(=O)Nc1nc(-c2ccccc2)cs1
  A: -2	B: -7	C: 1.1	D: 1	E: 9	F: -13	G: -7	H: -1	I: -4

9: O=C(Nc1cccc(Cl)c1)c1cc(F)cc2c1OCOC2
  A: 0	B: -2	C: 0.96	D: 0.99	E: 10	F: 4	G: -4	H: -1	I: -2

10: CCOc1ccc(N2C(=O)CC(N(CCc3ccc(OC)c(OC)c3)C(=S)Nc3ccccc3)C2=O)cc1 (configuration not stated)
  A: -5	B: -1	C: 1	D: 1	E: 12	F: -2	G: -3	H: 1	I: 0

11: CCN(CC)CCn1c2c(c(SCC(=O)Nc3cc(C)on3)nc1=O)CCCC2
  A: 6	B: -2	C: 1.1	D: 0.94	E: 14	F: -13	G: -6	H: 2	I: 5

12: Cc1ccc2c(Cl)c(C(=O)Nc3cc(C)on3)sc2c1
  A: 7	B: 0	C: 0.99	D: 0.93	E: 22	F: 1	G: -1	H: 3	I: -2

13: CCOC(=O)/C=C/[C@H]1CC(c2ccccc2)(c2ccccc2)CO1
  A: 8	B: -1	C: 0.95	D: 0.92	E: 18	F: 5	G: -5	H: 1	I: -2

14: COc1ccc(-c2cc(C(=O)Nc3nc4c(C)cccc4s3)c3ccccc3n2)cc1OC
  A: 11	B: 3	C: 1	D: 0.89	E: 19	F: -2	G: -7	H: -7	I: -2

15: O=C(CCn1nc(-c2ccc(Cl)cc2)c2ccccc2c1=O)NCCN1CCOCC1
  A: -11	B: -4	C: 1	D: 1.1	E: 4	F: 0	G: -7	H: 3	I: -3

16: O=C(Nc1ccc(Oc2ncnc3cc(Cl)ccc23)nc1)c1ccc(F)cc1
  A: -8	B: -1	C: 1.1	D: 1.1	E: 3	F: -12	G: -1	H: x	I: -2

17: C/C(Cn1nnc2ccccc21)=N\OC(=O)c1cc(F)c(F)cc1Cl
  A: 7	B: -2	C: 1	D: 0.93	E: 19	F: -4	G: -3	H: 2	I: -2

18: CCN(C(=O)Cc1c(C(=O)O)n(C)c2ccccc12)c1cccc(C)c1
  A: 0	B: -3	C: 0.96	D: 1	E: 9	F: 4	G: -10	H: 0	I: -5

19: Cc1cc(-c2nnc(CCC(=O)N3CCN(Cc4cccnc4)CC3)o2)c(C)o1
  A: 1	B: -3	C: 1	D: 0.99	E: 2	F: -1	G: -7	H: -4	I: -3

20: CCN(CC)S(=O)(=O)c1cccc(NC(=O)c2ccc(C#N)cc2)c1
  A: 3	B: 4	C: 1.1	D: 0.97	E: -3	F: -5	G: -6	H: -3	I: -2

21: Cc1cc(NC(=O)c2ccc3nc(-c4ccccc4)c(-c4ccccc4)nc3c2)no1
  A: 11	B: 3	C: 0.73	D: 0.89	E: 26	F: 27	G: -2	H: -2	I: -2

22: COc1ccc(-c2csc(N3CCC(c4ccccc4)C3)n2)cc1 (configuration not stated)
  A: 3	B: 0	C: 0.97	D: 0.97	E: 3	F: 3	G: -3	H: 3	I: -4

23: Nc1nc(CCl)nc(Nc2cccc3ccccc23)n1
  A: -4	B: -2	C: 1.1	D: 1	E: 7	F: -10	G: 4	H: 2	I: -4

24: O=C(CSc1nc2c(c(=O)[nH]1)CN(Cc1ccc(F)cc1)CC2)Nc1ccc(F)cc1
  A: 4	B: -1	C: 1.1	D: 0.96	E: 4	F: -8	G: -1	H: -4	I: -2

25: Cc1cccc(OCc2nnc(SCc3cc(=O)n4cc(Br)ccc4n3)o2)c1
  A: -3	B: 7	C: 0.91	D: 1	E: 19	F: 9	G: 0	H: -11	I: -1

26: Cc1ccc(S(=O)(=O)N2CCN(C3CC(=O)N(c4ccc(F)cc4)C3=O)CC2)cc1C (configuration not stated)
  A: 1	B: 0	C: 1	D: 0.99	E: 8	F: -3	G: -2	H: 3	I: -2

27: COc1ccc(-c2noc(-c3ccccc3F)n2)cc1
  A: 4	B: -1	C: 0.89	D: 0.96	E: 36	F: 11	G: -12	H: 1	I: -2

28: COCCN(C(=O)COC(=O)c1c(NC(C)=O)sc(C)c1C)c1c(N)n(Cc2ccccc2)c(=O)[nH]c1=O
  A: 2	B: -1	C: 0.96	D: 0.98	E: 7	F: 4	G: -7	H: -2	I: 2

Three structures from above, sorted by molecular weight, descending.
Letters – A = mIAP block; B = APOBEC3A inh; C = hIAP activ; D = mIAP act; E = NLRP3 yeast inh; F = hIAP block; G = APOBEC3G inh; H = SENP1 FRET inh; I = MIN6 prolif
16: O=C(Nc1ccc(Oc2ncnc3cc(Cl)ccc23)nc1)c1ccc(F)cc1
  A: -8	B: -1	C: 1.1	D: 1.1	E: 3	F: -12	G: -1	H: x	I: -2

20: CCN(CC)S(=O)(=O)c1cccc(NC(=O)c2ccc(C#N)cc2)c1
  A: 3	B: 4	C: 1.1	D: 0.97	E: -3	F: -5	G: -6	H: -3	I: -2

22: COc1ccc(-c2csc(N3CCC(c4ccccc4)C3)n2)cc1 (configuration not stated)
  A: 3	B: 0	C: 0.97	D: 0.97	E: 3	F: 3	G: -3	H: 3	I: -4

Three compounds out of the list above, sorted by their value in APOBEC3A inh, high to low:
No.	Structure	APOBEC3A inh
20	CCN(CC)S(=O)(=O)c1cccc(NC(=O)c2ccc(C#N)cc2)c1	4
24	O=C(CSc1nc2c(c(=O)[nH]1)CN(Cc1ccc(F)cc1)CC2)Nc1ccc(F)cc1	-1
17	C/C(Cn1nnc2ccccc21)=N\OC(=O)c1cc(F)c(F)cc1Cl	-2

Bioassay records (PubChem)
